From PubChem
Tcruzi prolif: T. cruzi intracellular proliferation inhibitors, primary screen, cell-based, beta-gal Tulahuen parasites, NIH3T3 host, luminescence; T. cruzi beta-gal in NIH3T3, GalScreen luminescence, 90 h; inhibition, % at 8.34 µM; actives 5.9% (n = 77,000);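 active means mean inhibition above about 93%, with at least 55% of replicates each passing it, limit read from the data, passing the limit was not always enough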
Pf Dd2 growth: P. falciparum Dd2 growth inhibitors, primary screen, SYBR Green fluorescence, single dose replicates | 72 h; stronger effect = lower value | activity change, % at 10 µM | actives 2.3% (n = 94,000); in the data active means activity change below about -80%
C diff growth: C. difficile growth inhibitors, primary screen, HTS; Clostridium difficile clinical isolate growth, OD600, 24 h; stronger effect = lower value; growth activity, negative = inhibition, % at 16 µg/mL (by protocol); actives 0.25% (n = 86,000); AID 1259249, 2017;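 active means mean growth activity at or below -80% and every replicate also at or below -80%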;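 further: 0% = DMSO wells and -100% = levofloxacin 16 µg/mL wells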
KDM4C inh: inhibitors of GASC-1 (KDM4C) histone demethylase, primary screen, biochemical, single concentration HTS. Lysine-specific demethylase 4C (Homo sapiens), Q9H3R0. GST-KDM4C 2-372, H3K9me3 peptide, LANCE TR-FRET. inhibition, % at 12.5 µM. actives 0.15% (n = 96,000). AID 720574, 2013;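 active means mean replicate inhibition above about 25%, with at least 55% of replicates also reaching it, limit read from the data, passing the limit was not always enough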
Target sequence (Q9H3R0 2-372 limits assumed): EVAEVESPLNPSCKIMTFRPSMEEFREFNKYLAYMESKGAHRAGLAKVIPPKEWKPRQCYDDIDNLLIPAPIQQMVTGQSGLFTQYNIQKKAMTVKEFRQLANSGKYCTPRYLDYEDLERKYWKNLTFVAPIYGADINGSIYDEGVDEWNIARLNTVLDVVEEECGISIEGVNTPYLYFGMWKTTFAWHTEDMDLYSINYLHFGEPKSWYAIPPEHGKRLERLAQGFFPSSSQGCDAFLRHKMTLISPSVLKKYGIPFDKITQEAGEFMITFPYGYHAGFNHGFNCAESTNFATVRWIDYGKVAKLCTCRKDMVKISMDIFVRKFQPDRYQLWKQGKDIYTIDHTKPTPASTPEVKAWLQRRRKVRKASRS
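System – N-terminal GST-fused human GASC-1 (KDM4C) fragment, residues 2-372 · Input – enzyme final amount 10 nM · Technique – LANCE TR-FRET, Eu antibody, ULight-streptavidin, EDTA, ex 340 nm, em 618/671 nm · Medium – HEPES buffer, pH 7.5, plus ascorbate · Incubation – enzyme reaction 30 min, then detection 60 min, both room temperature · Reagent – H3K9me3 peptide with Fe(II)/2OG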
The depositor's hits bear a star; . = not tested or not shown; & = joins results of further samples; ! = repeats disagree.

molecule | Tcruzi prolif | Pf Dd2 growth | C diff growth | KDM4C inh
CO[C@H]1CN(C)C(=O)c2ccc(NC(=O)NC(C)C)cc2OC[C@@H](C)N(CC2CC2)C[C@@H]1C | -3 | -10 | . | 2.0
O=C(C[C@H]1CC[C@H]2[C@@H](COC[C@@H](O)CN2Cc2ccccc2)O1)NCCc1ccccc1 | 92 | -11 | 2 | -1.5
CNC[C@H]1Oc2ccc(NC(=O)Cn3cnnn3)cc2CC(=O)N([C@@H](C)CO)C[C@H]1C | . | 7 | -3 | -0.3
CCCNC(=O)C[C@H]1C[C@@H]2c3cc(NS(=O)(=O)c4ccccc4)ccc3O[C@@H]2[C@H](CO)O1 | -19 | 20 | 1 | 0.2
CCCC(=O)Nc1ccc2c(c1)C(=O)N(C)[C@H]1CC[C@@H](CC(=O)NCCc3ccncc3)O[C@@H]1CO2 | -12 | -1 | -1 | 1.3
CCC(=O)N(C)C[C@H]1Oc2cc(-c3cccc(F)c3)ccc2S(=O)(=O)N([C@@H](C)CO)C[C@H]1C | 75 | 47 | -9 | 1.5
C[C@H]1CCCCO[C@@H](CN(C)S(=O)(=O)c2ccc(Cl)cc2)[C@@H](C)CN([C@@H](C)CO)C(=O)c2cc(N(C)C)ccc2O1 | 54 | . | 0 | 1.0
O=S(=O)(N[C@H]1CC[C@H](CCn2cc(-c3cccc(F)c3)nn2)O[C@H]1CO)c1ccc(Cl)cc1 | 39 | 7 | . | -2.3
CCCC(=O)Nc1ccc2c(c1)C(=O)N(C)[C@@H]1CC[C@@H](CC(=O)NCc3ccccc3F)O[C@@H]1CO2 | -20 | 4 | 1 | 1.3
CNC[C@H]1Oc2ccc(NC(=O)Cc3ccccc3)cc2CC(=O)N([C@@H](C)CO)C[C@@H]1C | -12 | 32 | 0 | 0.8
C[C@@H]1CN([C@H](C)CO)C(=O)c2cccc(NS(=O)(=O)c3cn(C)cn3)c2O[C@H]1CN(C)C(=O)Nc1ccc(C(F)(F)F)cc1 | -93 | -18 | 3 | -0.3
Cc1ccc(S(=O)(=O)N(C)C[C@@H]2Oc3c(NC(=O)C4CC4)cccc3C(=O)N([C@@H](C)CO)C[C@H]2C)cc1 | -7 | 0 | 1 | 0.7
C[C@@H]1CN([C@@H](C)CO)C(=O)c2cc(/C=C/c3ccccc3)cnc2O[C@@H]1CN(C)C(=O)Nc1ccccc1F | 109* | -30 | -3 | 0.0
CCCC#Cc1cnc2c(c1)C(=O)N([C@H](C)CO)C[C@@H](C)[C@H](CN(C)C(=O)Nc1cc(F)ccc1F)O2 | 54 | -81* | -11 | 7.7
COCC(=O)Nc1ccc2c(c1)OC[C@H](C)N(C(=O)c1ccccc1)C[C@@H](C)[C@H](OC)CN(C)C2=O | -41 | 29 | . | 0.9
C[C@H](O)C#Cc1cnc2c(c1)C(=O)N([C@@H](C)CO)C[C@@H](C)[C@@H](CN(C)C(=O)Nc1ccc(C(F)(F)F)cc1)O2 | . | 9 | 11 | 0.5
C[C@H](CO)N1C[C@H](C)[C@H](CN(C)CC2CCOCC2)Oc2ncc(-c3cncnc3)cc2C1=O | -17 | 22 | -3 | 1.0
Cc1ccc(S(=O)(=O)N(C)C[C@H]2Oc3ccc(NC(=O)Nc4cccc5ccccc45)cc3CC(=O)N([C@H](C)CO)C[C@H]2C)cc1 | 4 | 5 | 2 | -0.7
C[C@H]1CN([C@@H](C)CO)C(=O)Cc2cc(NC(=O)NC3CCCCC3)ccc2O[C@@H]1CN(C)C(=O)Nc1ccc(F)cc1 | . | 8 | -8 | -0.5
C[C@@H]1CCCCO[C@@H](CN(C)Cc2ccc(Cl)c(Cl)c2)[C@@H](C)CN([C@H](C)CO)C(=O)c2cc(NS(=O)(=O)c3ccc(Cl)cc3)ccc2O1 | 76 | -27 | -1 | -0.1
C[C@H]1CN([C@@H](C)CO)C(=O)c2cc(C3=CCCC3)cnc2O[C@H]1CN(C)C(=O)C1CC1 | -23 | 27 | . | 3.7
Cc1ccc(S(=O)(=O)N(C)C[C@@H]2Oc3ccc(NC(=O)C4CCCCC4)cc3C(=O)N([C@H](C)CO)C[C@H]2C)cc1 | 27 | 34 | 3 | -1.2
C[C@H]1CN([C@@H](C)CO)C(=O)Cc2cc(NC(=O)Nc3cccc4ccccc34)ccc2O[C@@H]1CN(C)CC1CC1 | 12 | -62 | -3 | -0.8
C[C@@H]1CN([C@@H](C)CO)C(=O)c2cc(C3=CCCCC3)cnc2O[C@H]1CN(C)S(=O)(=O)c1cn(C)cn1 | . | 24 | -2 | 0.3
C[C@H](CO)N1C[C@H](C)[C@@H](CN(C)Cc2ccc(F)cc2)Oc2cc(C#CC3CC3)ccc2S1(=O)=O | . | -71 | 15 | -2.2
COc1cccc(NC(=O)N[C@H]2C=C[C@H](CC(=O)N3CCOCC3)O[C@H]2CO)c1 | . | 18 | -1 | -0.4
O=C(NC[C@@H]1[C@H](c2ccccc2)[C@@H](CO)N1Cc1cccnc1)c1ccccn1 | 41 | -5 | -2 | 3.7
O=C(NC[C@@H]1[C@H](c2ccccc2)[C@H](CO)N1Cc1ccccn1)C1CC1 | 25 | 2 | 1 | 7.2
COc1ccccc1S(=O)(=O)N(C)C[C@H]1OCc2cnnn2CCCC(=O)N([C@H](C)CO)C[C@H]1C | 40&69 | -4&-7 | 2&16 | -1.1
C[C@@H]1CN([C@H](C)CO)C(=O)c2cc(NC(=O)Cc3ccccc3)ccc2O[C@@H](C)CCCCO[C@@H]1CN(C)S(=O)(=O)c1ccccc1 | . | -81* | . | 0.2
CC(C)NC(=O)Nc1cccc2c1O[C@@H](CN(C)S(=O)(=O)c1cccs1)[C@H](C)CN([C@H](C)CO)C2=O | 12 | 17 | . | -1.2
CO[C@H](CN(C)Cc1cc(F)ccc1F)[C@@H](C)CN([C@@H](C)CO)S(=O)(=O)c1ccc(C)cc1 | 27 | -11 | . | -0.3
CN1c2ccc(-c3ccc(F)cc3)cc2[C@@H]2[C@@H](CCN2C(=O)c2cccc(F)c2)[C@@H]1CO | 21 | -3 | 58 | -3.8
C[C@H](CO)N1C[C@H](C)[C@@H](CN(C)C(=O)CCC(F)(F)F)OCc2ccccc2-c2c(n(C)c3ccccc23)C1=O | 73 | -6 | 14 | 0.3
CCC(=O)N1C[C@@H](C)[C@H](OC)CN(C)C(=O)c2ccc(NC(=O)C3CCOCC3)cc2OC[C@H]1C | 46 | 11 | 2 | 0.1
C[C@@H]1CN([C@@H](C)CO)C(=O)c2cc(NC(=O)CCCN(C)C)ccc2O[C@H]1CN(C)Cc1ccccc1 | 16 | 9 | 0 | 2.6
C[C@H]1CN([C@@H](C)CO)C(=O)c2cc(NC(=O)Cc3ccccc3)ccc2O[C@@H]1CN(C)Cc1ccncc1 | 68 | 8 | 0 | 1.6
Cc1ccc(-c2ccc3c(c2)O[C@H](CN(C)CC2CC2)[C@H](C)CN([C@@H](C)CO)S3(=O)=O)cc1 | -17 | -48 | 6 | -2.2
O=C(C[C@@H]1C[C@@H]2c3cc(NS(=O)(=O)c4ccccc4)ccc3O[C@@H]2[C@H](CO)O1)NCC(F)(F)F | -5 | 18 | -15 | -0.8
CCCNC(=O)Nc1ccc2c(c1)OC[C@@H](C)N(C(=O)C1CCOCC1)C[C@H](C)[C@@H](OC)CN(C)C2=O | -4 | -18 | . | 2.7

(cont.)
Each structure is followed by: Tcruzi prolif	Pf Dd2 growth	C diff growth	KDM4C inh
CNC[C@@H]1Oc2ccc(NC(=O)Cc3ccccc3)cc2C(=O)N([C@H](C)CO)C[C@H]1C
    -27	11	1	-0.2
CC=Cc1ccc2n(c1=O)C[C@H]1[C@H](CO)[C@@H](C(=O)N3CCCCC3)N(C(=O)CC)[C@@H]21 (mixture of isomers)
    51	.	1	-0.3
Cc1ccc(S(=O)(=O)N[C@@H]2C=C[C@@H](CC(=O)NCCN3CCCCC3)O[C@H]2CO)cc1
    -28	5	.	1.8
COc1cccc(S(=O)(=O)N[C@H]2CC[C@H](CCNC(=O)Cc3ccncc3)O[C@@H]2CO)c1
    3	12	-2	2.2
C[C@@H]1CN([C@@H](C)CO)C(=O)c2c(c3ccccc3n2C)-c2ccccc2CO[C@@H]1CN(C)C(=O)CCN(C)C
    -30	-79	-5	0.0
CN1C(=O)c2cc(NS(=O)(=O)c3ccc(Cl)cc3)ccc2OC[C@H]2O[C@@H](CC(=O)N3CCc4ccccc4C3)CC[C@@H]21
    113*	-27	15	0.4
CCC(=O)N(C)C[C@@H]1Oc2ncc(C#Cc3ccccc3OC)cc2C(=O)N([C@H](C)CO)C[C@@H]1C
    67	-20	3	-3.1
C[C@@H]1CN([C@H](C)CO)C(=O)c2cc(NC(=O)Nc3ccc(F)cc3)ccc2O[C@H]1CN(C)Cc1ccc(C(F)(F)F)cc1
    86	8	-5	-0.2
O=C(NCC[C@H]1CC[C@@H](NS(=O)(=O)Cc2ccccc2)[C@@H](CO)O1)C1CCCCC1
    .	-4	-1	-0.8
CC(=O)N1[C@H](CNC(=O)CN2CCOCC2)[C@@H](c2ccccc2)[C@@H]1CO
    46	-44	4	-0.3
CC=Cc1ccc2n(c1=O)C[C@H]1[C@H](CO)[C@@H](C(=O)NCc3ccccc3F)N(S(C)(=O)=O)[C@@H]21 (mixture of isomers)
    47	7	-2	-0.4
C/C=C/c1ccc2c(c1)O[C@H](CN(C)C(=O)Nc1ccc(F)cc1)[C@@H](C)CN([C@@H](C)CO)S2(=O)=O
    7	-7	6	2.5
CCN(C[C@H]1N[C@H](CO)[C@@H]1c1ccc(-c2ccc(F)cc2)cc1)C(=O)COC
    22	-7	-7	0.7
C[C@@H]1CCCCO[C@@H](CN(C)S(=O)(=O)c2ccc(F)cc2)[C@@H](C)CN([C@H](C)CO)C(=O)c2cc(NC(=O)CCCN(C)C)ccc2O1
    -30	34	-7	0.0
C[C@@H]1CN([C@@H](C)CO)C(=O)c2cc(C3=CCCCC3)cnc2O[C@H]1CN(C)C(=O)c1ccccc1
    26	6	-3	0.1
COc1cccc(CN2C[C@@H]3N[C@H](C2)C3c2ccc(-c3ccccc3F)cc2)c1 (some centres undefined)
    .	-56&-7	-94*	0.2&-0.2
CS(=O)(=O)Nc1ccc2c(c1)[C@@H]1C[C@@H](CC(=O)NCc3ccc(Cl)cc3)O[C@@H](CO)[C@@H]1O2
    48	7	-4	0.1
Cc1noc(C)c1NC(=O)N(C)C[C@H]1OCCCC[C@@H](C)Oc2ccc(NC(=O)Nc3ccc(F)cc3)cc2C(=O)N([C@@H](C)CO)C[C@H]1C
    -24	-12	-8	-0.2
O=C(NCC[C@@H]1CC[C@H](NC(=O)Nc2cc(F)ccc2F)[C@H](CO)O1)Nc1ccc(Cl)cc1
    -9	-3	14	-2.4
COc1cccc(S(=O)(=O)N2C[C@@H](O)COC[C@H]3O[C@H](CC(=O)NCCCN4CCOCC4)CC[C@@H]32)c1
    -21	.	-10&-18	-3.3
CCNC(=O)C[C@@H]1CC[C@@H]2[C@H](COC[C@H](O)CN2C(=O)Nc2ccc(C(F)(F)F)cc2)O1
    18	-18	-97*!	-0.8
OC[C@@H]1[C@@H](c2ccc(-c3ccccc3)cc2)[C@H]2CN(Cc3cncnc3)CCCCN12
    26	-15	2	-0.2
COc1cccc(CNC(=O)C[C@H]2C=C[C@@H](NC(=O)C3CCC3)[C@@H](CO)O2)c1
    -35	31	.	-1.6
Cc1noc(C)c1S(=O)(=O)N(C)C[C@H]1Oc2ccc(NS(=O)(=O)c3ccccc3)cc2C(=O)N([C@H](C)CO)C[C@H]1C
    -4	46	.	-0.4
CCCNC(=O)[C@H]1[C@H](CO)[C@H]2Cn3c(ccc(-c4ccc(F)cc4)c3=O)[C@H]2N1C
    30	0	1	7.6
COc1ccc2c3c([nH]c2c1)[C@H](CO)N(C(=O)c1cccc(F)c1)CC31CCN(C(=O)c2ccccc2)CC1
    .	-39	-10	-2.6
C[C@@H](O)C#Cc1ccc2c(c1)O[C@H](CN(C)CC1CC1)[C@@H](C)CN([C@@H](C)CO)S2(=O)=O
    26	-53	-9	9.3

Reprinted at random: 3 entries already listed
Each structure is followed by: Tcruzi prolif	Pf Dd2 growth	C diff growth	KDM4C inh
O=C(NCC[C@@H]1CC[C@H](NC(=O)Nc2cc(F)ccc2F)[C@H](CO)O1)Nc1ccc(Cl)cc1
    -9	-3	14	-2.4
CS(=O)(=O)Nc1ccc2c(c1)[C@@H]1C[C@@H](CC(=O)NCc3ccc(Cl)cc3)O[C@@H](CO)[C@@H]1O2
    48	7	-4	0.1
COc1cccc(CN2C[C@@H]3N[C@H](C2)C3c2ccc(-c3ccccc3F)cc2)c1 (some centres undefined)
    .	-56&-7	-94*	0.2&-0.2

Record cards, as listed above:
Listed for CCN(C[C@H]1N[C@H](CO)[C@@H]1c1ccc(-c2ccc(F)cc2)cc1)C(=O)COC : Tcruzi prolif = 22; Pf Dd2 growth = -7; C diff growth = -7; KDM4C inh = 0.7
Listed for C/C=C/c1ccc2c(c1)O[C@H](CN(C)C(=O)Nc1ccc(F)cc1)[C@@H](C)CN([C@@H](C)CO)S2(=O)=O : Tcruzi prolif = 7; Pf Dd2 growth = -7; C diff growth = 6; KDM4C inh = 2.5

Random draw from the library. Share with any hit: about 7.2%.
